CR mimetic SO: yeast age-related superoxide inhibition as caloric restriction mimetic; S. cerevisiae aged cells, superoxide DHE fluorescence; hits give low values; superoxide response (% of plate mean), % at 10 µM; 330,000 compounds, 0.18% hits; AID 2690;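 active means superoxide response under a set limit, about three screen SD below normal, cut at about 65% in these data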;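 further: yeast aged for seven days with compound at 30 °C before DHE staining; 100% = average MFI of all compound-treated wells on the plate with controls excluded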
CTSL1 counter: counter-screen for PFM18AAP inhibitors: inhibitors of F. hepatica cathepsin L1; 300,000 compounds, 0.49% hits; recombinant F. hepatica cathepsin L1, Z-Leu-Arg-MCA fluorescence; inhibition, % at 5.96 µM;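 active means inhibition above the mean of all tested compounds plus 3 SD, set per screening campaign, cut at about 17% in these data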;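 further: 0% = plate median of test compound wells and 100% = 1 µM Z-Phe-Ala-diazomethylketone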
PP1 counter: blocks human PP1-alpha phosphatase, a PP5 counter-screen; purified PP1alpha, OMFP fluorescence; inhibition, % at 6.7 µM; 320,000 compounds, 0.9% hits; P62136;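 active means inhibition above the mean inhibition of all tested compounds plus 3 SD, computed separately for each screening campaign, cut at about 15% in these data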
Target sequence (P62136 whole entry, looked up): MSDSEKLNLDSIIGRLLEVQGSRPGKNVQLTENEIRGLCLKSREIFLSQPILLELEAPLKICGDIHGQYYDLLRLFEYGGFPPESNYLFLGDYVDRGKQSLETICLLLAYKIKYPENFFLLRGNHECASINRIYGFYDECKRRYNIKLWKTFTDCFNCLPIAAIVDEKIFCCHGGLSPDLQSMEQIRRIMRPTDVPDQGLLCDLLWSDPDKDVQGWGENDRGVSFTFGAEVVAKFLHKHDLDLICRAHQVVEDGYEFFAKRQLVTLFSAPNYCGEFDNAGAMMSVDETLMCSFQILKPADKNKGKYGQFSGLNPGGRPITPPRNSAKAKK
EBNA-1 inh: blocks EBNA-1 binding to DNA | AID 1950 | EBNA-1 DNA binding, fluorescence polarization | inhibition, % at 14.8 µM | 300,000 compounds, 0.34% hits; in the data active means inhibition above about 28%
HCV core dimer: blocks dimerization of HCV core protein. TR-FRET GST/Flag-core106 dimerization, 1536-well. inhibition, % at 5 µM. 300,000 compounds, 0.33% hits. AID 1899;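 active means inhibition above the mean of all tested compounds plus 3 SD, set per screening campaign, cut at about 45% in these data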
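System: GST/Flag-tagged HCV core106 proteins. Incubation: compound-protein-antibody incubation 4 h at 22.5 °C. Technique: HTRF with 340 nm excitation, 617/671 nm emission. Medium: KF-containing HEPES buffer, pH 7.45, DTT, CHAPS, BSA. Read-out: inhibition (%) from 671 over 617 nm ratio. Also added: Eu(K)-anti-GST 90 ng/mL plus XL665-anti-Flag 1 µg/mL.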
PP5 primary: PP5 (human) phosphatase inhibition | P53041 | purified PP5c, OMFP substrate fluorescence | inhibition, % at 6.7 µM | 320,000 compounds, 0.18% hits | AID 1987;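 active means inhibition above the campaign's mean inhibition across all tested compounds plus 3 SD, cut at about 9.5% in these data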;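 further: 0% = DMSO only and 100% = 100 µM cantharidin control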
Target sequence (P53041 whole entry, looked up): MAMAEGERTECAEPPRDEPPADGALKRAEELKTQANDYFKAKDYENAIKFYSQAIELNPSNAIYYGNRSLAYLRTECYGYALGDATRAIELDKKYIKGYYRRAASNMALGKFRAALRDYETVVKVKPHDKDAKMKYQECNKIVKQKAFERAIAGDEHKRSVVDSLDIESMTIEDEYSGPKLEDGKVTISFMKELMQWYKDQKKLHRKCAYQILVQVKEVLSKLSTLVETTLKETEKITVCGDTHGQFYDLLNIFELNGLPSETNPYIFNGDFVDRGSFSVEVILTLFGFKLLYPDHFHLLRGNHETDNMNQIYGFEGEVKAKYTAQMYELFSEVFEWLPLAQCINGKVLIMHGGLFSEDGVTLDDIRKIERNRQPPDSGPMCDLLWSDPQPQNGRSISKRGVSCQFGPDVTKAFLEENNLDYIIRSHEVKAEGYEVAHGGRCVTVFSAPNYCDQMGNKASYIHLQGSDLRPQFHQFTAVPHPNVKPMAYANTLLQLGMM
TPT1 inh: C. albicans TPT1 enzyme inhibition. recombinant caTPT1, FP RNA substrate dephosphorylation. inhibition, % at 5 µM. 300,000 compounds, 0.81% hits. AID 1962;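 active means inhibition above the mean of all tested compounds plus 3 SD, set per screening campaign, cut at about 24% in these data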;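 further: plate controls were DMSO alone for no effect and ferristatin control at 100 nM for full effect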
GASC-1 inh: blocks human GASC-1 demethylase activity; GST-JMJD2C(1-420) H3K9me3 demethylation, DELFIA europium; inhibition, % at 2.35 µM; 330,000 compounds, 0.069% hits; AID 2099;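 active means more than half of a compound's replicate wells show inhibition beyond 50%, single wells judged on their own value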;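 further: signal counts dimethyl H3K9 product captured on neutravidin plate; 0% = median of DMSO wells and 100% = 0.3 times that DMSO median; strong numbers were not always called active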
ZTA DNA inh: blocks Epstein-Barr virus ZTA, an EBNA-1 counter-screen; P03206; ZTA-DNA binding, fluorescence polarization; inhibition, % at 11 µM; 320,000 compounds, 0.15% hits; AID 2234; in the data active means inhibition above about 33%
Target sequence (P03206 whole entry, looked up): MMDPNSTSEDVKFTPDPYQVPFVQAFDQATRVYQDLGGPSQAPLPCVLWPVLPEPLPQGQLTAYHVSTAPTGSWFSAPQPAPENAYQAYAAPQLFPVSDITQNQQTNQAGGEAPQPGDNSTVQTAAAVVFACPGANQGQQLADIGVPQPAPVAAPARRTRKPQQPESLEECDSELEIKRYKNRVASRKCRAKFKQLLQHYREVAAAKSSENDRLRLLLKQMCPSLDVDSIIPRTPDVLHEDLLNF
* hit, by the source's call; i = inactive; / = no result given; & = joins results of further samples.

SMILES | CR mimetic SO | CTSL1 counter | PP1 counter | EBNA-1 inh | HCV core dimer | PP5 primary | TPT1 inh | GASC-1 inh | ZTA DNA inh
Cc1onc(-c2c(F)cccc2Cl)c1-c1nnc(-c2ccc(C(F)(F)F)cc2)o1 | 109 | 0 | -1 | 9 | -2 | 0.6 | -5 | -2 | -4
CCN(CC)CCCN1C=C2C(=O)C(C)(OC(=O)C3CCCC3)C(=O)C(c3ccccc3)=C2C=C1CCCC(=O)OC (configuration not stated) | 99 | -1 | 0 | -6 | 7 | 2.2 | -1 | -2 | -12
CCc1ccc(-c2nc(CS(=O)CC(=O)NCc3ccco3)c(C)o2)cc1 (configuration not stated) | 148 | 0 | 0 | 7 | 14 | 0.8 | 2 | 6 | 16
Cc1ccc(CNc2nc(C)cs2)cc1 | 81 | 0 | -1 | 1 | -13 | -1.6 | 2 | i | -5
Cc1ccc(O)c(Cn2nnc3ccccc32)c1 | 100 | -1 | 1 | -9 | 5 | 3.6 | -3 | -3 | 9
Cc1cc(C)cc(NC(=O)CCNS(=O)(=O)c2ccc3c(c2)oc(=O)n3C)c1 | 109 | -2 | -3 | 8 | 2 | 1.3 | 2 | -9 | 14
Cc1ccc(C(=O)N(CCN(C)C)CC2CCCN(Cc3ccccc3F)C2)cc1C (configuration not stated) | 97 | -3 | -2 | 6 | 1 | -0.8 | -1 | -27 | 9
O=C(NC(=S)NCc1ccccc1)c1cccnc1 | 106 | 7 | -1 | -4 | 0 | 0.5 | 0 | 13 | -7
O=C(CSc1nnc2ccccn12)NC(=O)NC1CCCCC1 | 104 | 4 | -3 | 6 | 4 | 1.0 | -1 | 1 | 2
O=C(O)c1ccc2c(=O)n(-c3ccccc3)c(=S)[nH]c2c1 | 96 | 5 | 8 | -7 | 4 | -0.8 | -2 | 0 | -18
Cc1ccccc1CSCc1ccc(C(=O)NCCCN2CCOCC2)o1 | 100 | -1 | -4 | 0 | -3 | -0.1 | 0 | 7 | 19
CC(=O)Nc1ccc(OCC(=O)N(CC(C)C)C2CCS(=O)(=O)C2)cc1 (configuration not stated) | 102 | -3 | -3 | 2 | 1 | 1.0 | 3 | 25 | 4
CCCCn1nc(-c2ccccc2)c2nc3ccccc3nc21 | 108 | -5 | -6 | -8 | -2 | -0.5 | -1 | -8 | 14
COC(=O)c1ccc(NC(=S)NCCCn2ccnc2)cc1 | 82 | 2 | -3 | -9 | -3 | 1.6 | 0 | -5 | 5
CC1CCN(CCCOc2ccc(OCc3ccccc3)cc2)CC1 | 93 | 3 | 0 | -2 | -4 | 0.5 | 0 | -2 | -5
Nc1cc(Cl)nc(N/N=C/c2c(O)ccc3ccccc23)n1 | 117 | -1 | 11 | -4 | -14 | 5.1 | 0 | -15 | -14
Cc1cccc(Nc2nc(C)cc(C)c2C#N)c1 | 91 | 3 | 1 | -8 | -3 | 1.4 | -4 | -7 | 2
CC(NC(=O)c1ccc(N2CCNCC2)c([N+](=O)[O-])c1)C12CC3CC(CC(C3)C1)C2 (configuration not stated) | 107 | 2 | -3 | 2 | -2 | 0.4 | 0 | -4 | 5
CC(C)C(C)(C#N)NC(=O)CSc1nc2scc(-c3ccc(F)cc3)c2c(=O)n1Cc1ccccc1 (configuration not stated) | 90 | 3 | 10 | 2 | 7 | -0.3 | -1 | 0 | 6
COc1ccc(C)cc1S(=O)(=O)N1CCCC(C(=O)N2CCOCC2)C1 (configuration not stated) | 99 | 1 | -1 | -7 | 1 | -0.3 | -2 | -2 | 2
FC(F)(F)c1cccc(-c2nnc3ccc(C(F)(F)F)cn23)c1 | 106 | 0 | -1 | 0 | -4 | 0.8 | -2 | 4 | -1
COc1ccc(C)cc1S(=O)(=O)N(CC(=O)NCc1ccco1)c1ccc(C)cc1 | 96 | -1 | 1 | 8 | 1 | 1.6 | 1 | 3 | -7
COc1ccc(OC)c(CCNC(=O)CCCc2nnc3n(C)c(=O)c4sccc4n23)c1 | 97 | -2 | 5 | 2 | 6 | 1.7 | 1 | 12 | 15
COc1ccc(N2CCN(C(=O)CCC(=O)c3cc(C)sc3C)CC2)cc1 | 92 | -13 | 1 | -6 | 4 | -3.1 | 1 | -5 | 15
O=S(=O)(c1ccccc1Cl)N1CCCC1c1nc(-c2ccc(Cl)cc2)no1 (configuration not stated) | 93 | 3 | 4 | 8 | 2 | 4.1 | -4 | 11 | 1
COc1ccc(C(C)=O)cc1COC(=O)c1ccc2c(c1)OCCO2 | 98 | / | 1 | / | / | 0.2 | / | 0 | -10
CCCCNC(=O)c1sc2nc(C)cc(COC)c2c1-n1cccc1 | 97 | -1 | 3 | 8 | 0 | 1.6 | -1 | 0 | 5
CC[N+](CC)(CCCCS(=O)(=O)[O-])CCNP1(=O)C=C(c2ccccc2)OC(c2ccccc2)=C1 | 95 | -5 | -1 | -14 | 4 | 0.4 | 4 | 0 | -17
Cc1nc([N+](=O)[O-])c(C(=O)OCc2ccccc2)n1C | 89 | 2 | -3 | 12 | -5 | 0.3 | -6 | -5 | -1
COc1ccc(OC)c(NC(=O)c2ccc(CN3CCOCC3)cc2)c1 | 90 | -1 | 2 | 1 | -1 | -1.9 | 0 | 7 | 19
C(=C\c1ccccc1)/C=N/N1CCN(Cc2ccccc2)CC1 | 106 | 0 | -1 | -11 | -4 | 3.8 | -2 | 10 | 3
Cc1ccc(/C=N/n2c(COc3ccccc3)n[nH]c2=S)o1 | 109 | 4 | 3 | 14 | 1 | -1.4 | 2 | 6 | 16
COC(=O)Cc1csc(Nc2c(C)n(C)n(-c3ccccc3)c2=O)n1 | 123 | -3 | -3 | 5 | 0 | 3.2 | -2 | -8 | 3
O=C(O)CC1C(=O)NCCN1C/C=C/c1ccccc1 (configuration not stated) | 96 | -1 | -3 | -6 | -13 | 1.2 | 2 | 1 | 0
COC(=O)CC1c2ccccc2S(=O)(=O)N1Cc1ccccc1 (configuration not stated) | 94 | 2 | 4 | 9 | -2 | -0.1 | -4 | 0 | 0
CCCCN1C(=S)NC[C@@H]1Cc1ccc(O)cc1 | 101 | -1 | 1 | -4 | 14 | 1.1 | 2 | -1 | 7
O=C1NCC(=O)N(Cc2ccccc2)/C1=C/c1ccccc1 | 101 | 2 | -3 | 2 | 0 | 1.6 | 1 | 0 | -3
COc1ccc(OC)c(C2NC(=O)CCC2[N+](=O)[O-])c1 (configuration not stated) | 101 | -4 | -4 | 8 | -8 | -3.6 | 0 | 9 | 12
CN(CC(=O)NCc1ccccn1)S(=O)(=O)c1ccccc1 | 100 | -1 | -2 | 1 | -12 | 0.5 | -2 | -5 | 4
Cc1ccc(-c2c(C(=O)N/N=C/c3ccc(C)o3)nnn2-c2nonc2N)cc1 | 91 | 6 | 3 | -13 | 2 | 1.0 | -2 | 4 | 1
CC12CCC(C(N)=O)(c3nc4ccccc4nc31)C2(C)C (configuration not stated) | 106 | 4 | -3 | -16 | -3 | 3.4 | -4 | 8 | -15
CC1CCN(C(=O)c2[nH]cnc2C(=O)N[C@@H](C)C(=O)OCc2ccccc2)CC1 | 104 | -7 | -6 | 5 | -6 | 1.5 | -1 | 37 | -2
COC(=O)CNC(=O)c1c(C)cc(=O)oc1C | 84 | 0 | -1 | 8 | -3 | 0.4 | -3 | 2 | 4
Nc1nncn1C(=O)CCc1ccccc1 | 95 | -1 | -4 | 2 | 1 | -2.2 | 0 | 2 | 2
O=C(CCN1C(=O)/C(=C/c2ccccc2Cl)SC1=S)N1CCCC1 | 83 | 2 | 2 | -6 | 4 | -0.8 | 1 | -24 | -2
O=C(CCS(=O)(=O)c1ccccc1)Nc1cccc2c1C(=O)NC2=O | 111 | -1 | -3 | -8 | -4 | -0.8 | -2 | -6 | -2
CCN1CCN(CC(=O)c2c[nH]c3ccccc23)CC1 | 103 | -7 | -6 | 3 | -5 | 3.4 | 6 | 4 | 12
CCOC(=O)c1c(C)n(OC)c2ccc3c(no[n+]3[O-])c12 | 117 | -2 | -1 | 2 | -20 | -0.1 | -2 | -2 | -8
CC(C)CN(CC(C)C)C(=O)CN1c2cccc3cccc(c23)S1(=O)=O | 112 | 3 | 0 | -4 | -2 | 1.0 | 1 | 2 | 4
CC(=O)Oc1ccccc1C1=NN(C(=O)/C=C/c2ccccc2)C(c2ccccc2)C1 (configuration not stated) | 107 | 1 | 5 | 5 | 20 | 2.2 | -5 | 0 | 6
CCCC(=O)Nc1cc(-c2cn3cccnc3n2)ccc1OC | 79 | 4 | -3 | 6 | 0 | -1.5 | -1 | 7 | 7
CN(Cc1ccccc1)C(=O)c1nc[nH]c1C(=O)N1CCN(c2ccccc2)CC1 | 105 | / | -8 | / | / | -2.3 | / | 9 | -8
CC1CN(C(=O)C(C)N2C(=O)c3ccccc3C2=O)CC(C)O1 (configuration not stated) | 115 | -1 | -7 | 8 | 6 | 0.0 | 0 | -5 | 24
O=C(CNc1cc(S(=O)(=O)N2CCCC2)ccc1OCC(F)(F)F)Nc1ccc(SC(F)F)cc1 | 98 | 6 | 3 | 8 | 1 | 4.0 | -7 | -7 | 7
COc1ccc(-c2cn(-c3ccc(SC(F)F)cc3)c3[n+]2CCC3)cc1OC | 117 | -14 | 0 | -12 | -9 | -0.3 | -3 | 1 | -9
CCN(CC)CCn1c2c(c(SCC(=O)Nc3cc(C)on3)nc1=O)CCCC2 | 98 | 1 | -3 | -2 | -3 | -0.7 | -2 | -2 | 6
Cc1ccc(S(=O)(=O)Cn2nnnc2C(CC(C)C)N2CCN(c3ccc(F)cc3)CC2)cc1 (configuration not stated) | 86 | 1 | -4 | 6 | 16 | 0.1 | -3 | 63&3 | -10
CCOc1ccc2nc(SCC(=O)NC3CC3)sc2c1 | 101 | -3 | -1 | -14 | -7 | 2.5 | -1 | 6 | -1
Cc1ccc(NC(=O)c2ccc(OC(=O)COc3cccc(Cl)c3)cc2)cc1 | 105 | -14 | 0 | -2 | 10 | 3.2 | 0 | 7 | 12
CC(C)C12CN3CC(C(C)C)(CN(C1)C3c1ccc([N+](=O)[O-])o1)C2=O (configuration not stated) | 131 | -3 | -3 | 2 | 5 | -1.6 | 1 | 2 | 1

Continuation.
SMILES | CR mimetic SO | CTSL1 counter | PP1 counter | EBNA-1 inh | HCV core dimer | PP5 primary | TPT1 inh | GASC-1 inh | ZTA DNA inh
CCC(=O)NN1CCc2cc3ccc(C)cc3nc21 | 106 | -1 | -2 | 2 | -1 | 0.5 | -1 | 12 | 10
Cc1ccc(C(=O)N/C(=C\c2ccc(-c3ccc(Br)cc3)o2)C(=O)NCCCN(C)C)cc1 | 107 | 1 | 3 | 12 | -31 | 1.8 | 8 | 3 | 20
Cc1cnn(C(=O)c2cc(-c3ccccn3)nc3ccc(Cl)cc23)c1 | 119 | 1 | -4 | -7 | 12 | -1.0 | -5 | 16 | 6
O=C(CCCN1C(=O)/C(=C\c2ccccc2)SC1=S)Nc1ccc(O)cc1C(=O)O | 102 | 3 | 5 | -14 | 15 | 0.4 | 0 | 2 | 5

Grouped by structure: the entries above with a cyano group
SMILES | CR mimetic SO | CTSL1 counter | PP1 counter | EBNA-1 inh | HCV core dimer | PP5 primary | TPT1 inh | GASC-1 inh | ZTA DNA inh
Cc1cccc(Nc2nc(C)cc(C)c2C#N)c1 | 91 | 3 | 1 | -8 | -3 | 1.4 | -4 | -7 | 2
CC(C)C(C)(C#N)NC(=O)CSc1nc2scc(-c3ccc(F)cc3)c2c(=O)n1Cc1ccccc1 (configuration not stated) | 90 | 3 | 10 | 2 | 7 | -0.3 | -1 | 0 | 6

Screening data: PubChem BioAssay, several laboratories
